Screens (PubChem BioAssay)
S3 lipid droplet – qHTS Assay for Lipid Storage Modulators in Drosophila S3 Cells; Drosophila S3 cells, BODIPY lipid droplet fluorescence, 18-24 h; cells fed with added oleic acid; lipid storage change, negative = inhibition, % at the top dose, mostly 46.1 µM; hits show Potency in µM; 0.64% of 320,000 active; active = well fitted inhibition curve with a large enough effect in the signal ratio, with a control signal flat, not every such curve was filed as active; inconclusive = small, poorly fitted or top-dose-only effect, or effect the other way, or a change in a side signal; the % refers to the signal ratio
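Laser-scanning cytometry quantifies lipid droplet accumulation (500–530 nm total intensity; droplet/cell object ratio) in oleic acid-fed (400 uM added) Drosophila S3 cells treated with a concentration series. 20 uM Triacsin C defined 100% inhibition.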
S3 lipid droplet cell count max – further read-out of S3 lipid droplet, marked with its call; cell number change, %; measured here: cell count max response;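 cells counted by Cell Tracker Red CMTPX staining in the red channel; peak over a dose series mostly up to 46.1 µM; percent activity relative to internal control wells on each plate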
The depositor's hits bear a star; i = inactive; ? = inconclusive; · = no result given; [ ] = dose if it differs, or a comment. % is set by controls: 0 for no effect and ±100 for the full control effect; potency is the fitted concentration of half-maximal effect.

Results follow in this order: S3 lipid droplet	S3 lipid droplet cell count max
> CS(=O)(=O)CCC(C(=O)O)N1C(=O)c2ccc(Oc3ccc(Cl)cc3)cc2C1=O (stereo not drawn)
  -3%	·
> COc1ccc(N2C(=NC(=O)CCC3CCCC3)SC3CS(=O)(=O)CC32)cc1 (stereo not drawn)
  ?	·
> Cc1ccccc1C(=O)NC(CC(C)C)C(=O)N1CCN(c2ccccc2)CC1 (stereo not drawn)
  ?	·
> Cc1ccc(NC(=O)Cc2sc(C)nc2-c2ccc(C)cc2)cc1
  -2%	5
> CN(C)S(=O)(=O)N1CCN(C(=O)c2ccccc2)CC1
  23µM*	10*
> COc1ccc(C2N(Cc3ccccc3)CCN2Cc2ccccc2)cc1[N+](=O)[O-]
  ?	·
> Cc1ccsc1C(=O)N(C)CC(=O)Nc1ccccc1Br
  16%[0.0737 µM]	·
> Cc1ccc2nc(NC(=O)CN(C)S(=O)(=O)c3cccc4nsnc34)sc2c1
  13%	·
> CCN(CC)CCC(c1cc(OC)c(OC)c(OC)c1)c1c(O)cc(OC)cc1OC (stereo not drawn)
  0%	1
> Cc1cccc(NC(=O)CSc2ccc(C(N)=O)cc2[N+](=O)[O-])c1C
  ?	·
> CCOC(=O)C1=C(C)N=C2SC(C(=O)OC)=CC(=O)N2C1c1cccc(OC)c1 (stereo not drawn)
  6%	-15
> CSc1nc(O)c(C2OC(=O)c3ccccc32)c(=O)[nH]1 (stereo not drawn)
  0%	-12
> CC(C)Cn1cc(C(=O)NCCCOC(C)C)c2c3ccccc3n(C)c2c1=O
  i	·
> CN1CCN(NC(=O)c2ccc(Br)c(S(=O)(=O)N3CCOCC3)c2)CC1
  0%	-11
> CC(C)N(C(C)C)S(=O)(=O)c1ccc(N2CCc3ccccc3C2)nc1
  ?	·
> Cc1ccc(N=Cc2c(O)n(-c3cc(Cl)ccc3N3CCOCC3)c(=O)c3ccccc23)cc1C
  ?	·
> Cc1cccc(NS(=O)(=O)c2ccc(C3CCCCC3)cc2)n1
  ?	·
> COc1ccc(CCC(=O)Nc2sccc2C#N)cc1
  ?	·
> Cc1ccc(S(=O)(=O)Nc2cnn(-c3ccccc3)c(=O)c2Cl)cc1
  -10%	2
> CN(C)S(=O)(=O)c1cc(NC(=O)CSc2ncc(C(F)(F)F)cc2Cl)ccc1Cl
  15%	25
> O=C(O)CC(Cc1ccc(Cl)cc1)C(=O)Nc1ccccc1 (stereo not drawn)
  6%	-11
> Cc1cc(C(=O)NCc2ccc3c(c2)OCO3)ccc1[N+](=O)[O-]
  ?	·
> CC1CCCCC1NC(=O)COC(=O)CN1C(=O)c2ccccc2C1=O (stereo not drawn)
  ?	·
> CCOCCCNC(=O)CCC(=O)NNc1nc2ccccc2c2nc(-c3ccccc3)nn12
  2%	-7
> O=C(N/N=C/c1cc(O)ccc1Br)c1cccnc1
  ?	·
> CC1c2cc3c(cc2CCN1C(=O)c1cccc(F)c1)OCCCO3 (stereo not drawn)
  ?	·
> CC(=O)c1oc2ccccc2c1N
  23%	1
> CN(CC(=O)Nc1c(Cl)cccc1Cl)C(=O)CCNS(=O)(=O)c1ccccc1C(F)(F)F
  i	3
> Cc1ccc(N(CC(=O)NC(C)c2ccccc2)S(=O)(=O)c2c(C)n[nH]c2C)cc1 (stereo not drawn)
  ?	·
> COc1cc(/C=N/Nc2snc(SC)c2C#N)ccc1O
  -9%	·
> COc1ccc(OC)c(NC(=O)CSc2nc3scc(C)c3c(=O)[nH]2)c1
  ?	·
> O=C(NC(Cc1ccccc1)C(=O)O)/C(=C\c1ccc([N+](=O)[O-])cc1)NC(=O)c1ccco1 (stereo not drawn)
  -4%	13
> COc1cc(CN(C(=S)NCC(=O)N2CCCC2)C2CCCC2)cc(OC)c1OC
  ?	·
> Cc1cc(C)c(-c2c(O)c3cccc4c3n(c2=O)CCC4)c(C)c1
  9%	21
> NS(=O)(=O)c1ccc(CCNC(=O)C(=O)NCC2OCCN2S(=O)(=O)c2cccs2)cc1 (stereo not drawn)
  ?	·
> O=C(CCc1c[nH]c2ccccc12)N/N=C/c1ccc2c(c1)OCO2
  ?	·
> CN1CCC(NC(=S)NC2CC2)CC1
  ?	·
> CC(C)Cc1nnc(NC(=O)CCC(=O)N2CCN(c3ccc(F)cc3)CC2)s1
  19%	-2
> Oc1ccc(C23CCCC2C2(CCCC2)c2ccc(O)cc2O3)c(O)c1 (stereo not drawn)
  ?	·
> S=c1[nH]nc(-c2ccc(Cl)cc2)n1/N=C/C=C/c1ccco1
  3%	-13
> O=C(Cn1ncn2cccc2c1=O)N1CCCCC1
  -4%	4
> C=C(C)Cc1c(C)c(C#N)c2nc3ccccc3n2c1N1CCCCC1
  ?	·
> CC(C)NC(=O)c1ccccc1NC(=O)Cc1ccc(Br)cc1
  ?	·
> O=c1c2ccccc2nc2n1C(CSc1ccc(F)cc1)CS2 (stereo not drawn)
  ?	·
> Clc1cc(Cl)cc(Nc2ncn[nH]2)c1
  i	·
> O=C(CCNC(=O)c1ccco1)Nc1ccc(Cl)cc1
  ?	·
> Clc1ccccc1Nc1nc(-c2cccnc2)cs1
  6%	-1
> N#CCSc1nc2ccccc2c(=O)n1CC1CCCC1
  0%	4
> CC(OC(=O)CCN=C1NS(=O)(=O)c2ccccc21)C(=O)c1ccccc1 (stereo not drawn)
  ?	·
> NS(=O)(=O)c1ccc(Nc2ncccc2[N+](=O)[O-])cc1
  ?	·
> N#Cc1ccc(C(=O)NC2=NCCS2)cc1
  ?	·
> COc1ccc(OCC(=O)Nc2nccs2)cc1
  ?	·
> Cc1ccccc1-c1nc(Cc2ccccc2)no1
  17%	·
> N#Cc1ccc(OCC(=O)N2CCN(S(=O)(=O)c3ccc(Cl)s3)CC2)cc1
  ?	·
> CCOC(=O)c1cc2cc(CC(=O)c3ccc(OCC)cc3O)ccc2o1
  ?	·
> CN(C)S(=O)(=O)c1ccc(Cl)c(NC(=O)COC(=O)[C@@H]2CCCN2C(=O)c2cccs2)c1
  ?	·
> CCc1ccc(NC(=O)C(=O)c2cn(CC(=O)N3CCCCC3)c3ccccc23)cc1
  -2%	-8
> COc1ccc(S(=O)(=O)N2CCOCC2)cc1NC(=O)COc1ccccc1OC
  ?	·
> CC(=O)c1cnc2n(c1=O)CCS2
  ?	·
> O/N=C1/C2C3C(Br)C4C5CC(C1C53)C24 (stereo not drawn)
  -3%	-3

The listing continues.
Results follow in this order: S3 lipid droplet	S3 lipid droplet cell count max
> O=C(NCCCO)c1nnc(Cc2c(F)cccc2Cl)o1
  ?	·
> O=C(CN1C(=O)NC2(CCCC2)C1=O)OCCOc1ccc(F)cc1
  -22%	-1
> CC(=O)NS(=O)(=O)c1ccc(NC(=O)c2cc(-c3ccc(C)cc3)nc3ccccc23)cc1
  0%	13
> COc1ccc(-c2cc(=O)oc3cc(OCC(=O)Nc4ccccn4)ccc23)cc1
  i	-3
> CCOC(=O)C1CCN(C(=O)CSc2nccc(C)n2)CC1
  ?	·
> C/C(Cc1ccccc1)=N\NC(=O)c1cccnc1
  25%	-1
> CC(OC(=O)c1cccc(NS(C)(=O)=O)c1)C(=O)Nc1ccc(N2CCOCC2)cc1 (stereo not drawn)
  ?	·
> COc1ccc(OCCOCCN2CCc3ccccc3C2)cc1
  2%	-1
> CCc1nc2ccc(C(=O)N3CCN(c4cccc(C(F)(F)F)c4)CC3)cc2nc1CC
  ?	·
> Cc1ccccc1-n1ncc(C(C)NC(=O)c2ccco2)c1C (stereo not drawn)
  ?	·
> CCOc1ccc2nc(SCC(=O)NC(=O)NCc3ccco3)[nH]c2c1
  29%	3
> Cc1ccc([N+](=O)[O-])c(OCCCN2CCCCCC2)c1
  -19%	4
> O=C(NCc1ccccc1)C(c1cccnc1)N(Cc1ccco1)C(=O)c1ccccn1 (stereo not drawn)
  ?	·
> CCC(C)NC(=O)CCn1c(=O)c2cccn2c2ccc(F)cc21 (stereo not drawn)
  ?	·
> COc1ccc(C(CNC(=O)c2oc3ccccc3c2C)N2CCCC2)cc1 (stereo not drawn)
  12%	-14
> COc1ccccc1N1CCN(/N=C/c2cccc(OC)c2OC)CC1
  ?	·
> CN(C)Cc1c(C(=O)N/N=C/CCc2ccccc2)nnn1-c1nonc1N
  i	12
> O=C(c1cnc2ccccn2c1=O)N1CCCc2ccccc21
  12%	1
> CC(=O)Oc1ccc(/C=C(\NC(=O)c2ccco2)C(=O)Nc2ccc(C(C)=O)cc2)cc1
  ?	·
> NCC(c1ccccc1)c1c[nH]c2ccccc12 (stereo not drawn)
  ?	·
> COC(=O)c1ccc(CNC(=O)C2CCC(=O)N(CCc3ccccc3)C2)cc1 (stereo not drawn)
  ?	·
> CCc1nnc(NC(=O)c2ccc(-c3ccccc3F)o2)s1
  ?	·
> Cc1ccn(CCC(=O)N2c3ccccc3CC2C)n1 (stereo not drawn)
  i	·
> COc1ccc(-n2nc(C(=O)NCC(=O)N3CCN(C)CC3)c3ccccc3c2=O)cc1OC
  i	-20
> NS(=O)(=O)c1ccc(S(=O)(=O)N(CCc2ccccc2)Cc2ccccn2)cc1
  ?	·
> CCC1OC(c2ccc([N+](=O)[O-])cc2)=Nc2ccccc21 (stereo not drawn)
  ?	·
> CCCOn1c(OCC(C)C)nc2ccccc2c1=O
  ?	·
> COc1ccccc1C(=O)Nc1cccc(NC(=O)c2ccccc2C)c1
  ?	·
> CC1CCCCN1CCNC(=O)c1ccc2c(=O)n(CCc3ccccc3)c(=O)[nH]c2c1 (stereo not drawn)
  ?	·
> Oc1ccc2ccccc2c1CNc1ccccn1
  ?	·
> Cc1ccc(OCC(=O)O)c(-n2nc3ccccc3n2)c1
  ?	·
> CCOc1ccc(NC(=S)N2CCC(NC(=O)c3ccco3)CC2)cc1
  ?	·
> CC12CCC(=O)N1C(C(=O)NNC(=O)c1ccccc1)CS2 (stereo not drawn)
  -27%	·
> Cc1ccc(-c2nnc3c4ccccc4c(C)nn23)cc1S(=O)(=O)N1CCN(CCO)CC1
  ?	·
> Clc1ccccc1Cn1nnc2ccccc21
  16%	4
> C[N+]1(CC(=O)NNc2c3ccccc3nc3ccccc23)CCOCC1
  23%[9.22 µM]	3
> Cc1onc(-c2ccccc2)c1C(=O)NCCCc1ccccc1
  ?	·
> CNC(=O)c1ccc(NC(=O)/C=C/c2cccc(F)c2)cc1
  ?	·
> CN(C)/C(=N\O)c1c(Cl)cccc1Cl
  2%	-3
> CCCCSc1nc2sc3c(c2c(=O)n1-c1ccccc1)CCN(C)C3
  ?	·
> COc1cccc(OCc2cc(C(=O)N(Cc3ccccc3)CC3CC3)no2)c1
  ?	·
> O=C(c1cc(C(=O)c2ccco2)cc(C(=O)c2ccco2)c1)c1ccco1
  ?	·
> CN1C(=O)/C(=C/c2ccccc2Cl)Sc2ccc(C(=O)NCc3cccnc3)cc21
  9%	-8
> CCOC(=O)c1c(NC(=O)CC2SC(N)=NC2=O)sc2c1CCC(C)C2 (stereo not drawn)
  ?	·
> NC1=NC2CS(=O)(=O)CC2S1 (stereo not drawn)
  ?	·
> CCOc1ccc(C2CC(c3ccc(CC)cc3)Nc3nc(N)nn32)cc1 (stereo not drawn)
  23%	1
> O=C(N/N=C/c1cccnc1)c1cccc(NC(=O)c2ccc(Cl)cc2)c1
  ?	·
> N#Cc1nc(-c2cccc3ccccc23)oc1NCC#CCOC(=O)c1cccs1
  15µM*	-10*
> COc1ccc(S(=O)(=O)N2CCN(C(=O)N(C)C)C2C)cc1 (stereo not drawn)
  ?	·
> CC(=O)Cn1c(=O)c2c(nc3n2CCCN3Cc2ccccc2)n(C)c1=O
  ?	·
> COC(=O)CCCC(=O)N1CCCC(CCC(=O)NCc2ccc(F)c(F)c2)C1 (stereo not drawn)
  ?	·
> CC(=O)N1CCc2[nH]c3ccccc3c2C1
  15%	13
> Cc1cc(=O)n2nc(N3CCCC(C(=O)NCc4ccc(Cl)cc4)C3)sc2n1 (stereo not drawn)
  i	-5
> Cc1cc2c(ncn2C(C)C)c(NS(=O)(=O)c2ccc(F)cc2)c1C
  ?	·
> CCN(CC)c1ccc(NC(=O)c2ccc3c(c2)c(C)c(C)n3C)cc1
  ?	·
> COC(=O)c1cn(C(=O)c2cc(OC)c(OC)c(OC)c2)c2ccccc12
  ?	·
> CCOC(=O)C1CCN(C(=O)CN(c2ccc(Oc3ccccc3)cc2)S(C)(=O)=O)CC1
  -6%	-1
> Nc1cccnc1-n1nc(C(F)(F)F)cc1C(F)(F)F
  ?	·
> CN(C(=O)COC(=O)Cc1c(Cl)cccc1Cl)C1CCS(=O)(=O)C1 (stereo not drawn)
  ?	·
> CCOc1ncccc1C(=O)OCc1c(F)cccc1Cl
  ?	·

Not all compounds are listed (hit frequency here may not be typical).
